DT40 TDP1 CPT – DT40-hTDP1 cell growth loss with CPT. chicken DT40 Tdp1-/-;hTDP1 cells + 20 nM CPT, ATP luminescence, 48 h. actives 12% (n = 420,000). Potency, µM (doses to about 46.2 µM), without a hit: top-dose activity change, negative = growth inhibition, usual class: inhibitors; further: nearly all actives have a fitted effect of over 55% in size
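Chicken DT40 Tdp1-/- cells complemented with human TDP1, 400 cells/well, exposed to compounds plus 20 nM camptothecin for at least 48 h at 37 C; viability read as ATP content by CellTiter-Glo luminescence.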
TDP1 inh – blocks human tyrosyl-DNA phosphodiesterase 1; Potency, µM (doses to about 130 µM), inactives show at the highest dose activity change, negative = inhibition, actives largely listed as inhibitors; recombinant TDP1, AlphaScreen DNA substrate cleavage; AID 485290; actives 0.28% (n = 350,000); further: nearly all actives have a fitted effect of over 40% in size
Target sequence (Q9NUW8 whole entry, looked up): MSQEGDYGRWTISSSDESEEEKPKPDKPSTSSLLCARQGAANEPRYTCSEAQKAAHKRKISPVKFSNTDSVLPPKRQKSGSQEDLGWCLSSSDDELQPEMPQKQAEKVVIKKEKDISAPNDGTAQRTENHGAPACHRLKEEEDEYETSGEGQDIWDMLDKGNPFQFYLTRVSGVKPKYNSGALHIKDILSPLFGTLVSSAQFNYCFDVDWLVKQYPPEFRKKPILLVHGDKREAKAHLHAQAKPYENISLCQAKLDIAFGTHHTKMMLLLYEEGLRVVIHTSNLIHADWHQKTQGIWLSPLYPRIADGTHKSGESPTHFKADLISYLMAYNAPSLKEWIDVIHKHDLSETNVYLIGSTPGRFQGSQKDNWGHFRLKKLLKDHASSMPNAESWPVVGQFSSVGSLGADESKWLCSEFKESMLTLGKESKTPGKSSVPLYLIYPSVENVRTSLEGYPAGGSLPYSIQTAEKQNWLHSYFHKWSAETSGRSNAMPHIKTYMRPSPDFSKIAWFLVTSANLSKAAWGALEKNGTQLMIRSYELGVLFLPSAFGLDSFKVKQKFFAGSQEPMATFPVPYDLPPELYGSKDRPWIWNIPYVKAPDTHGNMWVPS
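Recombinant human Tdp1 (E. coli-expressed, 1 nM final) preincubated with compounds 15 min at room temperature, then 5'-biotin/3'-phosphotyrosine-FITC DNA substrate (15 nM final) added for 5 min. AlphaScreen beads (10 ug/ml final) added 10 min; cleavage lowers signal.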
TDP1 cell noCPT – qHTS for Inhibitors of human tyrosyl-DNA phosphodiesterase 1 (TDP1): qHTS in cells in absence of CPT. actives 15% (n = 420,000). Potency, µM (titrated, usually from 46.2 µM), for inactives: at the top dose activity change, negative = growth inhibition, actives largely listed as inhibitors. DT40 Tdp1-/- hTDP1 cells, no CPT, ATP luminescence, 48 h; further: nearly all actives have a fitted effect of over 55% in size
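Camptothecin absent (DMSO only). Human TDP1-complemented DT40 knockout cells, 400 cells/well, 37 °C for minimum 48 hr; ATP measured via CellTiter-Glo, 30 min dark incubation, luminescence.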
Starred values were filed as active, the others as inactive; ? = inconclusive; . = no result given; & = joins results of further samples; [ ] = another dose, or the depositor's remark. The call rests on the fitted dose curve; in most records, active means well fitted curve in the direction sought with a large enough effect; inconclusive means small, poorly fitted or top-dose-only effect, or another doubt; inactive means no such curve, though single readings can be large; an effect the other way counts as inactive or inconclusive. On the % scale 0 is the no-effect control and ±100 the full control effect; potency means the concentration at half of the fitted maximal effect.

SMILES	DT40 TDP1 CPT	TDP1 inh	TDP1 cell noCPT
COc1ccc(/C=C/c2nc(C#N)c(NC3CCCCC3)o2)cc1OC	21µM*	7%	21µM*
CCCS(=O)(=O)NC(=O)C1(C)CCCN(C(=O)c2ccc(C(F)(F)F)nc2C)C1 (stereo not given)	?	.	-92%
O=C(CCl)c1cc2c3c(c1)CC(=O)N3CCC2	1.2µM*	6%	0.33µM*
CC(C)Cn1c(N)c(C(=O)COC(=O)CC23CC4CC(CC(C4)C2)C3)c(=O)n(C)c1=O	7.3µM*	2%	7.3µM*
Cc1ccc(S(=O)(=O)NC(=O)Nc2nnc(C3CC3)s2)cc1	-15%	3%	6%
CC(NCCC1(C(C)C)CCOC(C)(C)C1)c1cccs1 (stereo not given)	-20%	4%	?
CCCCC[C@H](O)/C=C/[C@H]1C(=O)C=C[C@@H]1C/C=C\CCCC(=O)O	12%[4.12 µM]	7%&5%	14%[4.12 µM]
OC(c1ccc(F)cc1)c1ncc(-c2ccccc2F)[nH]1 (stereo not given)	-37%	.	-14%
Cc1ccc(C(=O)CCC(=O)OCc2nnc(-c3ccccc3)o2)cc1	-1%	-3%	9%
Cc1ccc(Cn2ccc(NC(=O)c3cc(-c4ccco4)on3)n2)cc1	-15%	10%	-19%
O=C(O)CC(NS(=O)(=O)c1ccc(Br)cc1)c1ccco1 (stereo not given)	-14%	-4%	-15%
COCCn1cnnc1SCC(=O)Nc1ccc(Br)cc1F	3%	6%	-12%
Cc1ccc(C2CC(=O)N(Cc3ccccc3)c3c2c(C)nn3-c2nc(C)cc(C)n2)cc1 (stereo not given)	?	4%	?
CCOC(=O)[C@]12CCCC=C1N(Cc1ccccc1)C(=O)[C@H](CC(=O)NCc1cccs1)C2	-5%	.	-26%
O=C(NCCN1C(=O)S/C(=C\c2ccc(Cl)c([N+](=O)[O-])c2)C1=O)C1=COCCO1	21µM*	2%[0.505 µM]	8.2µM*
COc1cc(/C=N/NC(=O)C2COc3ccccc3O2)ccc1O (stereo not given)	-11%	3%	-18%
N#CCCN(C(=O)COC(=O)CCN=C1NS(=O)(=O)c2ccccc21)c1ccc(F)cc1	-21%	-16%[0.505 µM]	-15%
COCCN(CCOC)S(=O)(=O)c1ccc(Cl)nc1	-7%	2%	-2%
Nc1c(Br)cc2oc(-c3ccccc3)nc2c1Br	-12%	3%	-13%
CN(Cc1ccccc1)S(=O)(=O)c1ccc(Cl)c(C(=O)OCC(=O)NC2CCS(=O)(=O)C2)c1 (stereo not given)	-4%	2%	3%
N#Cc1cnn2c(C(F)(F)F)c3c(nc12)CCCC3	1%	-3%	?
Cc1ncc(S(=O)(=O)c2ccc(Cl)cc2)c(N)n1	-8%	.	-29%
CCN(CC)C(=O)C1CCCN(C(=O)Nc2ccc(NC(=O)N3CCCC(C(=O)N(CC)CC)C3)cc2)C1 (stereo not given)	-12%	0%	-7%
Nc1ccccc1C(=O)NN=Cc1cccnc1	-6%	.	-2%
CC(=O)N1c2c(cc(Br)cc2S(=O)(=O)NCc2ccc3c(c2)OCO3)CC1C (stereo not given)	8%	-2%	-2%
Cc1csc2c(SCC(=O)NNC(=O)C(Cl)Cl)ncnc12	18%	3%	1%
CCOc1cc(Br)c(C=O)cc1OCC	5.2µM*	2%	6.5µM*
Oc1ccc(Cl)cc1C=NCCc1ccccc1	3%	3%	2%
COc1cccc(Cn2c(=O)c(-c3cn(C)c4ccccc34)nc3cnc(OC)nc32)c1	0%	.	-7%
COC1CCCCC1Nc1ccc(C)c(C)c1 (stereo not given)	0%	-5%	2%
O=C(O)c1cccc(S(=O)(=O)Nc2ccccc2Cc2ccccc2)c1	5%	-3%	5%
COc1ccccc1CNC(=O)C1CCCN(c2nnc(-n3c(C)ccc3C)s2)C1 (stereo not given)	16µM*	3%	?
Cc1nc(NCCCN2CCOCC2)c2cnn(-c3ccccc3)c2n1	-29%	.	-13%
O=C(O)c1cccc(NC(=O)c2cn(-c3ccccc3)nc2-c2cc3ccccc3o2)c1	?	0%	?
Nc1nonc1-n1nnc(C(=O)N/N=C/c2ccncc2)c1CSc1ccc(Cl)cc1	?	2%	-19%
O=c1[nH]nc(SCc2nnc(-c3cccc(Cl)c3)o2)n1C1CCCCC1	?	.	?
CCOC(=O)C1=C(N)OC(C)=C(C#N)C1c1ccco1 (stereo not given)	?	0%	?
O=C(CCc1nc2ccccc2c(=O)[nH]1)NNC(=O)c1cccc(Cl)c1	-1%	-7%	-5%
COc1ccc(CNC(=O)COC(=O)c2ccc3ccccc3n2)cc1	1%	-2%	4%
COC(=O)CCC(C)C1CCC2C3C(OC(C)=O)CC4CC(O)CCC4(C)C3CC(O)C12C (stereo not given)	?	.	16µM*
Cc1c(OCC(=O)NCCCN2CCCC2=O)ccc2c3c(c(=O)oc12)CCC3	-21%	3%	-5%
COc1ccc(/C=N/NC(=O)C2C(C=C(Cl)Cl)C2(C)C)c(OC)c1 (stereo not given)	?	0%	?
O=C(O)CCc1ccc(-c2ccc(Cl)cc2)n1CCC(=O)O	8%	-3%	8%
CC1=Nc2cc(C(=O)NCCCOC(C)C)ccc2Sc2ccccc21	16µM*	3%	21µM*
CNC(=S)NNC(=O)c1cccn(Cc2ccccc2)c1=O	-4%	2%	19%
Fc1nc(F)c(F)c(NCCCNc2c(F)c(F)nc(F)c2F)c1F	?	-1%	?
CCOC(=O)/C(C#N)=C/c1cc2ccccc2nc1N1CCCCC1	-34%	5%	?
CCOc1cc(/C=N/NC(=O)c2cc(C)n(-c3ccc(F)cc3)c2C)ccc1O	16µM*	6%	21µM*

Complete entries from above. Order of screens: DT40 TDP1 CPT, TDP1 inh, TDP1 cell noCPT
Entry for CCOc1cc(/C=N/NC(=O)c2cc(C)n(-c3ccc(F)cc3)c2C)ccc1O = 16µM*, 6%, 21µM*
Entry for O=C(O)c1cccc(NC(=O)c2cn(-c3ccccc3)nc2-c2cc3ccccc3o2)c1 = ?, 0%, ?
Entry for Cc1ccc(Cn2ccc(NC(=O)c3cc(-c4ccco4)on3)n2)cc1 = -15%, 10%, -19%

Going on with the list.
SMILES	DT40 TDP1 CPT	TDP1 inh	TDP1 cell noCPT
CCN(C(=O)c1nn(C)c2c1CSc1ccccc1-2)c1cccc(C)c1	12µM*	6%	21µM*
CC1CCN(Cc2c(C(=O)N/N=C/c3ccccc3O)nnn2-c2nonc2N)CC1	8.2µM*	1%	7.3µM*
Cc1cc(NC(=O)c2cccc(S(=O)(=O)N3CCCC3)c2)no1	14%	-5%	-5%
Cc1cc(C)nc(SCCCNCc2c(F)cccc2Cl)n1	-19%	3%	-15%
NC(=O)Cn1c(=O)n(CCCCCC(=O)NCc2ccccc2Cl)c(=O)c2sccc21	?	1%	?
FC(F)(F)c1ccc(/C=N/n2c(COc3ccccc3)n[nH]c2=S)cc1	-22%	.	16%
Cc1c(-c2ccccc2)sc(N)c1C(=O)N1CCOCC1	-30%	3%	?
COc1ccc(N2C(=O)CSC2c2cccc(F)c2)c(OC)c1 (stereo not given)	-17%	2%	-23%
Cc1cccc(C)c1NC(=O)C(C)N1CCCC1 (stereo not given)	?	.	19%
O=C(Cn1ccnc1[N+](=O)[O-])NCc1ccccc1	5%&-13%	6%	8%&-10%
Cc1cccc(N2CCN(C(=O)C3CCC(CNS(=O)(=O)c4ccc(Br)s4)CC3)CC2)c1C (stereo not given)	?	2%	?
CN(C)Cc1nnnn1-c1ccccc1	17%	4%	-16%
O=C(NNc1cccc(Cl)c1)c1cccnc1Oc1ccccc1	1%	7%	-11%
COC(=O)c1ccccc1NC(=O)C1CC=CCC1C(=O)O (stereo not given)	-15%	.	?
CCc1cc(=O)oc2c3c(cc(OCC(=O)NCc4ccccn4)c12)OC(C)(C)CC3	23µM*	.	?
O=C(CN1C(=O)c2ccccc2S1(=O)=O)Nc1ncccn1	-4%	-4%[0.505 µM]	3%
CN(C)CCCNC(=S)NCCNc1nc2cc3c(cc2cc1C#N)OCO3	17%	8%	-2%
CN1CCN(C(=O)C2CCC(CNS(=O)(=O)c3cccc4cccnc34)CC2)CC1 (stereo not given)	7%	-3%	-4%
O=c1[nH]nc(Cc2ccc(Cl)cc2Cl)c2ccccc12	-28%	4%	-61%
O=C(NCC(c1ccc(Cl)cc1)N1CCOCC1)c1ccccc1F (stereo not given)	16µM*	2%	13µM*
Cc1cccc(C(=O)Nc2cccnc2Cl)c1	-2%	.	?
Cc1nn(Cc2ccc(F)cc2)c(C)c1NC(=O)c1cccnc1Cl	6%	-3%	0%
O=C(COc1ccc2oc(-c3ccccc3)cc(=O)c2c1)Nc1ccccc1	33%[activator]	1%	-24%
CS(=O)(=O)c1ccc(Cl)c(NC(=O)COC(=O)C23CC4CC(CC(C4)C2)C3)c1	-25%	1%	-6%
N#CC1(P(=O)(c2ccccc2)c2ccccc2)CCCC1	10%	11%	-7%
Cc1cccc(C(=O)OCC(=O)NC(C)CCc2ccccc2)c1 (stereo not given)	0%	-1%	10%
S=C(NCc1ccc(Cl)cc1)Nc1ccc(Cl)cc1Cl	-14%	3%	?
COc1ccc(NC(=O)C(C2CC2)n2c(=O)c(-c3ccco3)nc3ccccc32)cc1 (stereo not given)	?	.	?
COc1cc(CNc2ncnc3c2ncn3[C@H]2CN(Cc3cccc4ccccc34)C[C@@H](CO)O2)cc(OC)c1OC	18µM*	.	23µM*
Nc1ccc(S(=O)(=O)NNC(=O)C(=O)NNc2ccccn2)cc1	-13%	8%	-6%
CC(OC(=O)CNC(=O)c1sc2ccccc2c1Cl)C(=O)NC1(C#N)CCCCC1 (stereo not given)	-23%	2%	-8%
O=C(CNC(=O)Cc1ccc(Cl)cc1)NCC(=O)N1CCCCC1	18%	5%	15%
O=[N+]([O-])c1ccc(N2CCN(c3ccc(O)cc3)CC2)cn1	?	-9%[0.0935 µM]	?
Nc1ccc(S(=O)(=O)N2CCCc3ccccc32)cc1	-9%	-1%	-26%
CCOc1ccc(CCNC(=O)Cn2nc(CC)n3c(cc4sc(CC)cc43)c2=O)cc1OCC	16µM*	-1%	-19%
O=C(Nc1ccccn1)c1ccc(NC(=O)c2ccco2)cc1	-25%	10%	?

Given bar-delimited: part of the list above
SMILES | DT40 TDP1 CPT | TDP1 inh | TDP1 cell noCPT
S=C(NCc1ccc(Cl)cc1)Nc1ccc(Cl)cc1Cl | -14% | 3% | ?
COc1ccc(NC(=O)C(C2CC2)n2c(=O)c(-c3ccco3)nc3ccccc32)cc1 (stereo not given) | ? | . | ?
COc1cc(CNc2ncnc3c2ncn3[C@H]2CN(Cc3cccc4ccccc34)C[C@@H](CO)O2)cc(OC)c1OC | 18µM* | . | 23µM*
Nc1ccc(S(=O)(=O)NNC(=O)C(=O)NNc2ccccn2)cc1 | -13% | 8% | -6%
CC(OC(=O)CNC(=O)c1sc2ccccc2c1Cl)C(=O)NC1(C#N)CCCCC1 (stereo not given) | -23% | 2% | -8%
O=C(CNC(=O)Cc1ccc(Cl)cc1)NCC(=O)N1CCCCC1 | 18% | 5% | 15%

Continued:
SMILES	DT40 TDP1 CPT	TDP1 inh	TDP1 cell noCPT
COc1ccccc1OCC(=O)N(Cc1cccs1)C1CCS(=O)(=O)C1 (stereo not given)	6%	3%	2%
CN1CCc2c(sc3c2C(=O)NC(c2ccccc2)N3)C1 (stereo not given)	?	3%	23µM*
O=C(Nc1ccc(N2CCCCCC2)cc1)c1cccc(S(=O)(=O)N2CCOCC2)c1	7.3µM*	10%	4.1µM*
COc1ccc(-c2cn3nc(N4CCCC(C(=O)Nc5ccccc5F)C4)sc3n2)cc1 (stereo not given)	21µM*	7%	15µM*
CC1CCCCN1CCCNC(=O)c1[nH]c2ccccc2c1Sc1ccc(Cl)cc1 (stereo not given)	10µM*	9%	13µM*
COc1cc(CNCCO)cc(Br)c1OCc1cccs1	-17%	1%	29µM*
CC1(C)CC(=O)N(CC(=O)O)c2ccccc2S1	-12%	0%	-10%
COc1cc(N2C(=O)CSC2=S)cc(OC)c1OC	-19%	.	-2%
CN(CCO)C(=O)CCC(=O)Nc1ccc(S(N)(=O)=O)cc1	3%	6%	-11%
COC(=O)c1cnc2c(C(F)(F)F)cccc2c1OC	-1%	1%	?
O=C(COc1cccnc1[N+](=O)[O-])Nc1ncc(Cl)cc1Cl	?	-7%	?
COc1ccc(-c2nnc(SCC(=O)Nc3ccccc3OC)o2)cc1	?	2%	-28%
CC1CC(=O)N(CC(=O)Nc2cccc(F)c2)c2ccccc2S1(=O)=O (stereo not given)	-5%	0%	26%
CCC(Nc1ccc(-c2nc(-c3cccnc3)no2)cc1[N+](=O)[O-])c1ccccc1 (stereo not given)	?	3%	?

Screening data as filed in PubChem.
